# Assay outcomes (PubChem BioAssay)
# EPAC2 antagonist: antagonists of human EPAC2. Q8WZA2. EPAC2 GEF exchange of Rap1B-BODIPY-GDP, fluorescence. Potency, µM (highest dose often 114 µM), inactives show at the highest dose activity, negative = inhibition, actives largely listed as inhibitors. hit rate 0.18% among 360,000. AID 720708; further: on the % scale 0 is the no-effect control and ±100 the full control effect; nearly all actives have a fitted effect of over 45% in size; many of its hits are not listed in these tables
# TDP43 rescue: rescues yeast growth from TDP-43 toxicity | TDP-43 expressing yeast growth rescue, BacTiter-Glo, 24 h | Potency, µM (top dose mostly 46.1 µM), for the others: top-dose growth rescue (activation), actives largely listed as activators | hit rate 1.8% among 410,000; further: % of control where 0% means no effect; nearly all actives have a fitted effect of over 50% in size
#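 Growth rescue of TDP-43-toxic yeast measured as ATP luminescence (BacTiter-Glo). Cells grown to mid-log in raffinose, induced in galactose at OD600=0.02, exposed to compound 24 hr at 30 deg C.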
# PTHR1 agonist: agonists of human PTHR1 parathyroid hormone receptor; Q03431; HEK293 GP2 PTHR1 cells, GloSensor cAMP luminescence, 1 h; Potency, µM (top dose mostly 115 µM), without a hit: top-dose activation, hits mostly activators; hit rate 0.075% among 410,000; further: nearly all actives have a fitted effect of over 55% in size; some results filed as inactive show a strong effect at the top dose; inactives centre near -15; many of its hits are not listed in these tables
# Target sequence (Q03431 whole entry, looked up): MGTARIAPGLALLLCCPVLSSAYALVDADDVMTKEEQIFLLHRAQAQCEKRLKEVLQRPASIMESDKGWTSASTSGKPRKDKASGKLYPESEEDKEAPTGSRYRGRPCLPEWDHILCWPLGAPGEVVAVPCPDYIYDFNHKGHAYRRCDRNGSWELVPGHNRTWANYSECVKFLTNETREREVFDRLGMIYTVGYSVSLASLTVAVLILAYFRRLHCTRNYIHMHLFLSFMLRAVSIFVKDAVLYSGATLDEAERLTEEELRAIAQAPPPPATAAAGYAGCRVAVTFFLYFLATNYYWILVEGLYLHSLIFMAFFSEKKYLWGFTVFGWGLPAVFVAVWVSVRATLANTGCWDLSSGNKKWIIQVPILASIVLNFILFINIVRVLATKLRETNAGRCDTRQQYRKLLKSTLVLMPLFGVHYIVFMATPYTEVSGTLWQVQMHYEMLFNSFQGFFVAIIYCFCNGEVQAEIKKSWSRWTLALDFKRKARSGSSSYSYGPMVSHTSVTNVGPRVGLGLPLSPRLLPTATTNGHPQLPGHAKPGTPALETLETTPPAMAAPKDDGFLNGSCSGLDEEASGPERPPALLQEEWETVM
#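 HEK-293-derived GP2 cells expressing PTHR1 and a GloSensor cAMP reporter, 3,000/well, plated overnight, given luciferin plus IBMX (each 0.5 mM as added) for 1 h at 37 °C, then compound for 1 h at 37 °C. Luminescence was read after 15 min at room temperature.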
# aSyn yeast inh: rescues yeast growth from alpha-synuclein toxicity. Yeast expressing alpha-synuclein, growth rescue, BacTiter-Glo, 24 h. Potency, µM (doses to about 46.1 µM), for the others: at the highest dose growth rescue (activation), usual class: activators. hit rate 0.14% among 370,000. AID 652106; further: % of control where 0% means no effect; nearly all actives have a fitted effect of over 65% in size
#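 Readout is rescue of growth in alpha-synuclein-expressing yeast, so inhibitors of toxicity appear as activators. Growth after 24 hr at 30 deg C in galactose medium is quantified by luminescence.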
# EPAC1 ag: agonists of human EPAC1; O95398; EPAC1 agonist qHTS, biochemical assay; response scale: 100% = response to 6.5 mM cAMP; Potency, µM (top dose mostly 154 µM), inactives show at the top dose activation, most hits filed as activators; hit rate 0.073% among 360,000; AID 720707; further: nearly all actives have a fitted effect of over 60% in size
#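 EPAC1 100 nM, Rap1B–BODIPY-GDP 250 nM, unlabeled GDP 50 uM; compound titration; 5 min RT; kinetic read ex480/em540 at 5-min intervals ×30 min; data normalized to 6.5 mM cAMP agonist control.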
# FUS yeast rescue: rescues growth of FUS-expressing yeast; Potency, µM (top dose mostly 76.6 µM), for inactives: at the highest dose growth rescue (activation), most hits filed as activators; hit rate 0.24% among 390,000; S. cerevisiae FUS-expressing, growth rescue, OD600, 24 h;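 further: plate controls were DMSO vehicle for no effect and reference control for full effect; nearly all actives have a fitted effect of over 55% in size; some results filed as inactive show a strong effect at the top dose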
#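 Restored growth of FUS-toxic S. cerevisiae, read as 600 nm absorbance after 24 h at 30C in galactose medium (starting OD 0.005). Controls CP55940 and DMSO.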
# EPAC2 agonist: agonists of human EPAC2 (RAPGEF4). EPAC2 activation, biochemical qHTS; response scale: 100% = 6.5 mM cAMP response. Q8WZA2. AID 720711. hit rate 0.079% among 360,000. Potency, µM (doses to about 154 µM), without a hit: top-dose activation, most hits filed as activators; further: nearly all actives have a fitted effect of over 50% in size
#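 Each well held 100 nM EPAC2, 250 nM RAP1B-BODIPY-GDP and 50 uM GDP. Fluorescence, read at 5-min intervals to 30 min, was referenced to a 6.5 mM cAMP positive control.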
# EPAC1 antag: antagonists of human EPAC1 | O95398 | Potency, µM (doses to about 115 µM), without a hit: at the top dose activity change, negative = inhibition, actives largely listed as inhibitors | EPAC1 GEF assay, Rap1b-BODIPY-GDP exchange fluorescence | hit rate 0.14% among 360,000 | AID 720709;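 further: plate controls were vehicle for no effect and positive control for full effect; nearly all actives have a fitted effect of over 50% in size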
# An asterisk follows results filed as active; i = inactive; ? = inconclusive; . = not tested or not shown; [ ] = dose if it differs, or a comment. The call rests on the fitted dose curve; in most records, active means well fitted curve in the direction sought with a large enough effect; inconclusive means small, poorly fitted or top-dose-only effect, or another doubt; inactive means no such curve, though single readings can be large; an effect the other way counts as inactive or inconclusive. Potency means the concentration at half of the fitted maximal effect.
# Values run as follows: EPAC2 antagonist	TDP43 rescue	PTHR1 agonist	aSyn yeast inh	EPAC1 ag	FUS yeast rescue	EPAC2 agonist	EPAC1 antag
- CCOC(=O)C(=O)Nc1ccc(S(=O)(=O)Nc2ncccn2)cc1
    -1.8%	-16.5%	-3.3%[57.5 µM]	0.0%	8.0%	21.1%	11.3%	-1.4%
- CCOc1ccc(-n2c(O)c(/C=N/Nc3nnc(C)c(=O)[nH]3)c3ccccc3c2=O)cc1
    -14.9%	0.3%	i	-0.1%	11.2%	4.6%	10.8%	10.3%
- O=C(NC1(C(F)(F)F)N=C2SCCN2C1=O)c1ccco1 (centres undefined)
    4.9%	-21.8%	i	4.0%	13.4%	10.9%	2.6%	-18.2%
- Cc1coc2c1c(C)cc1oc(=O)c(CC(=O)N[C@@H](CC(C)C)C(=O)O)c(C)c12
    -7.9%	-12.2%	i	5.8%	-7.7%	15.6%	0.8%	-28.4%
- CCn1c(SCC(=O)NC(C)c2ccccc2)nc2ccccc21 (centres undefined)
    -1.6%	-5.6%	i	-2.2%	0.3%	11.0%	0.3%	0.7%
- CSc1ccc(NC(=O)C2(C)CCN2C(=O)c2cc(C)n(C)n2)cc1 (centres undefined)
    -1.9%	0.0%	-2.4%	?	6.0%	0.8%	11.0%	12.5%
- CN(C)CCSc1nnc(-c2ccccc2)o1
    3.0%	-0.2%	-5.8%	-2.4%	7.6%	15.7%	12.1%	-4.2%
- CCN(CC)C(=O)CSc1nnc(-c2ccco2)n1Cc1ccco1
    8.7%	-19.1%	i	3.3%	-5.2%	10.9%	8.3%	-0.2%
- CC(C)n1c(N2CCN(CC(=O)NCc3cccs3)CC2)nc2ccccc21
    7.0%	-4.1%	i	-1.8%	-9.9%	7.6%	-0.4%	2.3%
- CCNC(=O)CCC(=O)Nc1cc(Cl)ccc1C
    -4.1%	-9.5%	i	-4.0%	0.0%	-17.3%	-2.8%	-15.3%
- COc1ccc(Cl)cc1CNCCCSc1ncccn1
    -0.6%	4.0%	i	2.6%	4.5%	9.3%	11.0%	-0.6%
- O=C1CCc2cc(S(=O)(=O)NC3CCCCC3)cc3c2N1CC3
    12.7%	-7.6%	-10.8%	-8.2%	0.2%	18.9%	-1.0%	-4.5%
- O=C(Nc1ncccc1O)c1ccc(Cl)c(S(=O)(=O)N2CCCCC2)c1
    6.0%	-15.8%	-4.9%	-32.3%[inhibitor]	8.1%	-5.8%	-2.2%	-0.1%
- C[C@@H]1CCCCO[C@H](CN(C)Cc2ccc(Cl)c(Cl)c2)[C@H](C)CN([C@@H](C)CO)C(=O)c2cc(NC(=O)Nc3ccc(F)cc3)ccc2O1
    4.3%	0.0%	-13.1%	-6.2%	-10.4%	35.5µM*	-5.4%	-16.2%
- CC1CCN(C(=O)CN2C(=O)COc3ccc(Cl)cc32)CC1
    -6.9%	26.8%	i	0.7%	2.8%	8.3%	8.6%	3.3%

# The last two entries of the section above open the next one:
# Values run as follows: EPAC2 antagonist	TDP43 rescue	PTHR1 agonist	aSyn yeast inh	EPAC1 ag	FUS yeast rescue	EPAC2 agonist	EPAC1 antag
- C[C@@H]1CCCCO[C@H](CN(C)Cc2ccc(Cl)c(Cl)c2)[C@H](C)CN([C@@H](C)CO)C(=O)c2cc(NC(=O)Nc3ccc(F)cc3)ccc2O1
    4.3%	0.0%	-13.1%	-6.2%	-10.4%	35.5µM*	-5.4%	-16.2%
- CC1CCN(C(=O)CN2C(=O)COc3ccc(Cl)cc32)CC1
    -6.9%	26.8%	i	0.7%	2.8%	8.3%	8.6%	3.3%
- CC(=O)N/C(=C/c1ccccc1)C(=O)NCCO
    -3.7%	0.0%	-8.7%	-2.9%	19.0%	20.9%	5.3%	2.7%
- CCOc1ccc(NC(=O)CCNS(=O)(=O)c2ccc3c(c2)CC(C)N3C(C)=O)cc1 (centres undefined)
    -2.0%	?	-10.6%	10.2%	19.1%	-11.7%	1.4%	11.0%
- COc1ccc(CNC(=O)c2cnn3c(C(F)F)cc(C)nc23)cc1OC
    8.9%	20.3%	-33.4%	-0.5%	1.0%	12.1%	5.6%	-7.1%
- CCOc1ccc(C2CC(=O)NC3=C2C(=O)CCC3)cc1 (centres undefined)
    5.2%	21.8%	i	2.0%	6.1%	-19.1%	-2.0%	7.9%
- CCOC(=O)N1CCN(C(=O)c2c[nH]c3ccc(S(=O)(=O)N(C)c4ccccc4C)cc3c2=O)CC1
    3.1%	12.2%	i	0.1%	13.4%	10.5%	-5.8%	-20.3%
- O=C(Cc1ccc(Cl)cc1)NNC1CC(=O)N(c2ccc3ccccc3c2)C1=O (centres undefined)
    1.7%	-14.2%	-13.8%	-2.7%	3.2%	20.1%	0.5%	-26.3%
- O=C1Nc2ccccc2N=C(c2ccccc2)c2ccccc21
    ?	12.7%	-12.0%	0.1%	5.2%	21.5%	22.6%	2.2%
- COc1ccc(CN2CCNC(=O)C2CC(=O)NCCCn2cccn2)c(OC)c1 (centres undefined)
    -0.7%	-3.9%	i	-0.8%	5.6%	-1.6%	1.7%	-14.6%
- CCCCCCC1CC(CSC(=N)N)OC1=O (centres undefined)
    7.5%	10.2%	i	3.6%	2.2%	-17.3%	-3.3%	-7.7%
- N#CCCC(CCC#N)C1=NCCc2ccccc21
    -3.8%	-0.5%	-16.9%	-2.3%	4.0%	-25.3%	13.4%	-4.3%
- CCOc1ccccc1N1CCN(C(=O)c2cc(S(=O)(=O)N3CCCCC3)ccc2C)CC1
    6.2%	2.4%	-22.6%	-0.7%	-6.9%	26.4%	2.2%	-2.3%
- CC1CCCN(S(=O)(=O)c2ccc3c(c2)OCCO3)C1 (centres undefined)
    -15.4%	4.3%	i	-1.8%	3.6%	-32.8%	1.8%	2.6%
- COc1ccc(-c2cc(N3C(=O)Nc4ccccc4N3O)n[nH]2)cc1
    10.7%	22.3%	-5.0%	4.0%	-3.6%	.	8.0%	9.2%
- CC1CCN(S(=O)(=O)c2cccc(C(N)=O)c2)CC1
    9.5%	5.5%	-5.4%	10.2%	-4.2%	.	12.5%	2.1%
- OC(c1ccc(F)c(F)c1)c1nc(-c2cnc3ccccc3c2)cs1 (centres undefined)
    -2.5%	22.4µM*	-96.3%[inhibitor]	10.3%	-3.4%	43.5%	9.6%	-27.8%

# Entries of single compounds, looked up by structure:
# O=C(Cc1ccc(Cl)cc1)NNC1CC(=O)N(c2ccc3ccccc3c2)C1=O (centres undefined) in the list: EPAC2 antagonist: 1.7%; TDP43 rescue: -14.2%; PTHR1 agonist: -13.8%; aSyn yeast inh: -2.7%; EPAC1 ag: 3.2%; FUS yeast rescue: 20.1%; EPAC2 agonist: 0.5%; EPAC1 antag: -26.3%
# CCOc1ccc(NC(=O)CCNS(=O)(=O)c2ccc3c(c2)CC(C)N3C(C)=O)cc1 (centres undefined) in the list: EPAC2 antagonist: -2.0%; TDP43 rescue: ?; PTHR1 agonist: -10.6%; aSyn yeast inh: 10.2%; EPAC1 ag: 19.1%; FUS yeast rescue: -11.7%; EPAC2 agonist: 1.4%; EPAC1 antag: 11.0%
# OC(c1ccc(F)c(F)c1)c1nc(-c2cnc3ccccc3c2)cs1 (centres undefined) in the list: EPAC2 antagonist: -2.5%; TDP43 rescue: 22.4µM*; PTHR1 agonist: -96.3%[inhibitor]; aSyn yeast inh: 10.3%; EPAC1 ag: -3.4%; FUS yeast rescue: 43.5%; EPAC2 agonist: 9.6%; EPAC1 antag: -27.8%

# Next records:
# Values run as follows: EPAC2 antagonist	TDP43 rescue	PTHR1 agonist	aSyn yeast inh	EPAC1 ag	FUS yeast rescue	EPAC2 agonist	EPAC1 antag
- CC(C)C[C@H]1CN=C(Nc2ccccc2)N1CCc1ccc(F)cc1
    0.4%	14.3%	i	2.3%	9.9%	-21.9%	6.0%	-0.3%
- CCOc1ccc2nc(SC3CC(=O)N(c4ccc(C)cc4)C3=O)sc2c1 (centres undefined)
    8.0%	-24.6%	i	-0.9%	7.1%	23.8%	0.5%	-6.3%
- Nc1ncnc(N)c1NC(=O)c1cc(Cl)c(OCc2ccccc2)c(Cl)c1
    5.3%	9.9%	i	0.3%	4.8%	-13.0%	7.6%	0.0%
- C=CCn1cc(C(=O)N2CCN(CC)CC2)c(=O)c2cc(S(=O)(=O)N(CC)CC)ccc21
    3.1%	-9.3%	-16.8%	10.2%	-5.9%	6.0%	-13.6%	26.2%
- O=c1cc(C=NNc2ccccc2)[nH]c(=O)[nH]1
    2.8%	4.1%	i	-1.3%	-3.7%	.	9.1%	-2.8%
- Cc1c(OC(C)C(=O)NCCCN2CCCC2=O)ccc2c3c(c(=O)oc12)CCCC3 (centres undefined)
    -1.1%	-6.8%	i	7.2%	-13.2%	-0.2%	2.1%	-22.6%
- O=C(O)c1ccc(-n2cccc2/C=C2/SC(=O)N(CC(=O)N3CCCC3)C2=O)cc1
    17.5%	-23.7%	i	-6.9%	4.3%	17.1%	16.9%	-14.5%
- Cn1cnc([N+](=O)[O-])c1S(=O)(=O)Oc1ccccc1
    4.9%	12.6µM*	-31.2%	-6.3%	-9.0%	-10.2%	0.0%	-26.4%
- O=C(CCC1CCCCC1)Nc1cc(Cl)ccc1N1CCOCC1
    -4.6%	?	i	-3.2%	3.7%	22.7%	4.3%	-8.9%
- CNS(=O)(=O)c1cccc(C(=O)OCC(=O)c2c(N)n(C)c(=O)n(C)c2=O)c1
    0.5%	-10.5%	-4.7%	0.3%	4.2%	12.7%	3.1%	-1.0%
- Cc1ccc(-c2nc(N)nc(N)n2)c(C)c1
    -2.4%	24.9%	i	4.4%	-25.2%	-3.7%	5.9%	14.4%
- COc1ccc(CCNC(=O)C2CCN(C(=O)c3cccs3)CC2)cc1
    7.8%	16.5%	i	-1.6%	14.6%	-12.4%	1.8%	-3.3%
- COc1cc(C2Nc3cc(Cl)c(S(N)(=O)=O)cc3S(=O)(=O)N2)cc(OC)c1OC (centres undefined)
    1.4%	14.1%	i	2.6%	5.2%	7.6%	6.0%	13.4%
- O=C(OCC#CCSc1nnc(-c2ccccc2)o1)c1ccco1
    -0.4%	27.0%	i	13.3%	8.9%	17.3%	17.8%	2.5%
- COc1ccc(NS(=O)(=O)c2cccc(C(=O)NNC(=O)c3cncc(Br)c3)c2)cc1
    4.5%	6.8%	i	0.6%	-1.7%	8.3%	0.3%	-3.5%
- CC(C)CCNC(=S)NC1CCCC1
    19.7%	24.6%	-59.0%[inhibitor]	-4.3%	-4.3%	10.2%	-8.8%	7.1%

# These rows are one share of the data. The share of hits here may be higher or lower than overall.
